Bioassay records deposited in PubChem BioAssay by Broad Institute.
FN deposition inh: fibronectin deposition inhibition. AH1F fibroblasts, Alexa488-fibronectin deposition fluorescence, overnight. inhibition, % at 12.6 µM. 350,000 tested, 0.086% active;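 active = mean inhibition across replicates of 30% or more, regardless of how many single replicates reach that level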;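 also: positive control wells lacked labelled fibronectin entirely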
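Test system: AH1F fibroblast monolayer depositing Alexa488-labelled fibronectin into matrix. Input: 10000 cells per well. Technique: fluorescence, ex 485 nm, em 525 nm. Buffer or medium: DMEM plus 2% serum, read in PBS. Timing: 1 h cell adhesion before compound, then overnight fibronectin incubation. Compound: single dose, pinned. Read-out basis: inhibition from reduced deposited-fibronectin fluorescence.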
PglD inh: PglD (C. jejuni) enzyme inhibition; AID 602405; 360,000 tested, 0.098% active; inhibition, % at 12.5 µM; purified PglD enzyme, DTNB colorimetric CoA detection; in the data active = inhibition above about 16%, passing the limit was not always enough; also: strong numbers were not always called active
Statin myotox sup: protects C2C12 myotubes from simvastatin toxicity. ATP luminescence, 48 h; scaled: DMSO 0, geranylgeraniol control 100. rescue of ATP level, % at 7.49 µM. 330,000 tested, 0.78% active. AID 602340;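 active = mean ATP rescue above about 67%, or every replicate alone reaching that limit, limit read from the data, passing the limit was not always enough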;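 also: myotubes were challenged with 10 µM simvastatin during compound exposure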
PGC1a acetyl inh: PGC1a acetylation modulation, inhibitor mode | 350,000 tested, 0.17% active | inhibition, % at 15.6 µM | U2OS PGC1a acetylation, AlphaScreen anti-acetyl-lysine; with virally co-expressed GCN5 acetyltransferase | AID 651687;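 active = every replicate shows inhibition of at least 40%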;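 also: 0% = neutral control wells and 100% = positive control wells; some results beyond the cut were filed as inactive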
Cneo AK release: Cryptococcus neoformans lysis via adenylate kinase release; C. neoformans lysis, adenylate kinase release luminescence, 4 h; normalised: neutral wells 0, clomiphene wells 100; lysis activity, % at 15 µM; 360,000 tested, 0.2% active; AID 651654;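 active = mean lysis activity across replicates of at least 80%, whatever share of replicates individually reach that level; inactive = mean lysis activity below 80%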
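Assay system: C. neoformans cells. Amount: yeast cell density of 5 × 10^6 cells/mL. Technique: AK luminescence. Buffer or medium: YPD. Times: static 4 h at 37 °C with compound, 1 h detection. Dosing: single-point compound dose. Read-out: lysis from increased AK signal.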
miR122 inh: miR-122 inhibition in Huh7 cells. Huh7 miR-122 Renilla luciferase sensor, 48 h; neutral wells = 0, positive control = 100. activation (reporter increase), % at 12.5 µM. 340,000 tested, 0.3% active. AID 602342;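 active = mean replicate activation score at least 90 and every replicate individually at or above 90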;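 also: higher luciferase means less miR-122 activity so hits act as miR-122 inhibitors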
CFTR F508del cor: CFTR F508del correction in bronchial cells; CFBE cells, YFP halide quenching; stimulated with forskolin plus potentiator P3; % fluorescence drop versus neutral controls; activity (quench increase), % at 7.58 µM; 350,000 tested, 0.36% active;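 active = mean added fluorescence quench of at least 8% versus neutral control, with both replicates also reaching 8%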;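 also: cells transiently co-express mutant CFTR-F508del with the halide-sensitive YFP; corrector assay measuring rescue of mutant channel to the surface after 24 h compound exposure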
INS-1E GSIS act: primary screen for activators of insulin secretion dependent on glucose, INS-1E cells, GLuc reporter luminescence; 370,000 tested, 0.61% active; activation, % at 16.6 µM; AID 743287; INS-1E GLuc reporter insulin secretion, 2-3 h;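 active = lowest replicate activation of at least 40%, so every replicate reaches that level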;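 also: 0% = median of neutral control wells and 100% = median of IBMX positive control wells; some compounds called inactive have numbers as strong as hits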
The depositor's hits bear a star; nt = no result given; & = joins results of further samples; [ ] = another dose, or the depositor's remark.

SMILES | FN deposition inh | PglD inh | Statin myotox sup | PGC1a acetyl inh | Cneo AK release | miR122 inh | CFTR F508del cor | INS-1E GSIS act
CO[C@@H]1CN(C)C(=O)c2cc(NC(=O)c3ccc(F)cc3)ccc2OC[C@H](C)N(C(C)=O)C[C@H]1C | 10 | -1 | 5 | -1 | -4 | 3[16.7 µM] | -3.0 | -13
CC(=O)NCC(=O)N(C)C(C(=O)Nc1ccc2c(c1)OCCO2)c1ccc(C)cc1 (stereo not given) | -15 | 2 | 5 | nt | 0 | -4 | -2.4 | 6
CC(=O)Nc1cccc(Nc2nc(-c3ccccc3F)nc3ccccc23)c1 | 17 | 8 | 106* | -38 | -4 | -2 | nt | -5
CCCN1C[C@@H](C)[C@H](OC)CN(C)C(=O)c2cc(NC(=O)c3ccccc3F)ccc2OC[C@H]1C | 4 | 1 | -27 | 15 | -5 | -23[16.7 µM] | 3.6 | -10
CCn1c(SCC(N)=O)nc2c1c(=O)n(C)c(=O)n2C | 4 | -1 | 2 | 6 | -2 | -5 | nt | 24
COc1ccc(C(=O)CSc2nc3[nH]ncc3c(=O)[nH]2)cc1 | 3 | 5 | -4 | nt | 0 | 3 | 2.5 | -4
CCOC(=O)c1c(C)[nH]c(C)c1S(=O)(=O)N(C)CC(=O)N(C)Cc1ccccc1 | -3 | nt | 5 | 7 | nt | 9 | 0.4 | 22
CC(=O)Nc1cccc(OCC(=O)Nc2cccc(S(=O)(=O)N3CCCC3)c2)c1 | 3 | 1 | -5 | nt | -2 | nt | 1.4 | 4
Cc1ccccc1CSc1nnc(Cn2c(=O)sc3ccccc32)n1C | -4 | -6 | -15 | 2 | 1 | -1 | 0.4 | 0
COc1ccc(C)cc1NC(=O)c1ccc(NS(=O)(=O)c2c(C)noc2C)cc1 | -6 | -1 | 8 | nt | -1 | 2 | 0.6 | -20
CC(C)(C)c1cc[n+](-c2[nH]c(=O)sc2/C=N/NC(=O)c2ccccc2[O-])cc1 | 1 | -7 | -6 | nt | 5 | 18 | -2.1 | 4
Cc1ccc(Nc2cc(C)nc3c(C)cccc23)cc1 | 0 | 0 | -47 | nt | 0 | nt | -1.2 | 22
C[C@H]1CN([C@@H](C)CO)C(=O)Cc2cc(NC(=O)CCN3CCOCC3)ccc2O[C@@H]1CN(C)C(=O)NC1CCCCC1 | 4 | 8 | -8 | -4 | -1 | -2[16.7 µM] | 0.9 | 8
CCS(=O)(=O)Nc1ccc2c(c1)C(=O)N(C)[C@H]1CC[C@H](CC(=O)Nc3ccc(Cl)cc3)O[C@@H]1CO2 | 0 | 1 | 11 | 1 | 2 | -14[16.7 µM] | 1.0 | 1
CCOc1ccc(NC(=O)C2CC=CCC2C(=O)O)cc1 (stereo not given) | nt | -2 | -17 | nt | 2 | 10 | nt | nt
CCOC(=O)c1sc(NC(=O)c2cc(S(=O)(=O)N3CCOCC3)ccc2C)nc1C | nt | 3 | -6 | -11 | 0 | 3 | nt | nt
CCSc1ccccc1C(=O)Nc1ccc2c(c1)OCO2 | 5 | nt | nt | 1 | nt | nt | 3.5 | -1
COc1ccccc1-c1cnc(C(O)c2c(C)cc(C)cc2C)[nH]1 (stereo not given) | 3 | -7 | -4 | 4 | 0 | 4 | 2.5 | nt
CC1C/C(=N/NC(=O)c2cccs2)CC(C)(C)C1 (stereo not given) | 6 | -1 | 3 | -7 | -1 | -2 | nt | nt
CCCC#Cc1cnc2c(c1)C(=O)N([C@@H](C)CO)C[C@H](C)[C@H](CN(C)C(=O)c1cccnc1)O2 | -5 | 1 | 4 | -3 | 0 | -5[16.7 µM] | -1.8 | 4
C/C(=N\Nc1cc(Cl)nc(C)n1)c1ccccc1 | 8 | 1 | -10 | -3 | 0 | -3 | nt | 18
Cc1ccc(OCC(COCc2ccccc2)NC(C)C)cc1 (stereo not given) | -4 | 3 | 23 | 6 | 5 | 4 | 0.1 | -14
Nc1ccc(N2CCN(C(=O)c3cccs3)CC2)cc1 | nt | 6 | -1 | 4 | 0 | -5 | nt | nt
COCCNC(=O)CCn1nc(-c2ccc(Cl)cc2)ccc1=O | nt | 2 | -5 | -7 | 1 | 14 | nt | nt
CCN(CC)CCN(Cc1cc2cc3c(cc2[nH]c1=O)OCO3)C(=S)NCCCN(C)C | 5 | 3 | 5 | nt | -1 | nt | -5.0 | 11
CC(NC(=O)Nc1ccccc1O)(C(F)(F)F)C(F)(F)F | nt | 0 | 91* | -3 | 1 | 9 | nt | 9
Cc1ccc(S(=O)(=O)CCC(=O)OCC(=O)Nc2sccc2C#N)cc1 | nt | 6 | 4 | 11 | 6 | -5 | 0.5 | 3
O=C(CN1c2cccc3cccc(c23)S1(=O)=O)N1CCN(c2ccccc2)CC1 | -4 | 3 | -1 | -4 | 0 | nt | 1.5 | nt
Cc1cc(N)c(-n2cc3c(=O)n(C)c(=O)n(C)c3c2)cc1C | nt | -4 | nt | 1 | 3 | 7 | nt | -15
COc1ccc(NCC(=O)n2c(C)c(C)c3ccccc32)cc1 | -2 | 2 | 10 | -1 | -2 | 6 | 9.4* | -7
C=CCN1C(=O)c2cccc3c(Br)ccc(c23)C1=O | -26 | -3 | -1 | 6 | 1 | -4 | -0.7 | 16
CC(Oc1ccc(Br)cc1Br)C(=O)Nc1cccnc1 (stereo not given) | -1 | -1 | 11 | nt | 7 | nt | 3.2 | 0
C[C@@H]1CN([C@H](C)CO)C(=O)c2cccc(NC(=O)C3CCOCC3)c2O[C@@H]1CN(C)Cc1ccc(C(=O)O)cc1 | nt | 9 | 7 | -2 | 2 | -7[16.7 µM] | -1.1 | -2
COc1ccc(S(=O)(=O)N(C)C[C@@H]2OCCCC[C@H](C)Oc3ccc(NS(=O)(=O)c4c(C)noc4C)cc3C(=O)N([C@H](C)CO)C[C@@H]2C)cc1 | -5 | -1 | nt | 7 | -1 | -1[16.7 µM] | 2.8 | -10
COc1cccc(S(=O)(=O)N2CCCCN3[C@H](CO)[C@H](c4ccc(-c5ccccc5)cc4)[C@H]3C2)c1 | nt | 0 | nt | -10 | -3 | -1[16.7 µM] | -0.1 | -21
O=C(/C=C/Nc1ccc(F)cc1Br)c1ccccc1 | -5 | -1 | -6 | 4 | -9 | -1 | nt | 8

An excerpt of these results, tab-delimited:
smiles	FN deposition inh	PglD inh	Statin myotox sup	PGC1a acetyl inh	Cneo AK release	miR122 inh	CFTR F508del cor	INS-1E GSIS act
COc1ccc(S(=O)(=O)N(C)C[C@@H]2OCCCC[C@H](C)Oc3ccc(NS(=O)(=O)c4c(C)noc4C)cc3C(=O)N([C@H](C)CO)C[C@@H]2C)cc1	-5	-1	nt	7	-1	-1[16.7 µM]	2.8	-10
Cc1ccc(S(=O)(=O)CCC(=O)OCC(=O)Nc2sccc2C#N)cc1	nt	6	4	11	6	-5	0.5	3

More entries follow:
SMILES | FN deposition inh | PglD inh | Statin myotox sup | PGC1a acetyl inh | Cneo AK release | miR122 inh | CFTR F508del cor | INS-1E GSIS act
COCC1CCN(C(=O)c2cc(COc3ccc(F)cc3F)on2)C1 (stereo not given) | -11 | -3 | 10 | 5 | -1 | nt | -1.8 | -10
COC(=O)C[C@@H]1CC[C@@H]2[C@@H](COc3ccc(NS(=O)(=O)c4cccc(F)c4)cc3C(=O)N2C)O1 | -13 | 13 | -10 | 2 | -7 | -3[16.7 µM] | 1.4 | 0
COc1cccc(CNC(=O)C[C@@H]2CC[C@H](NC(=O)C3CC3)[C@H](CO)O2)c1 | -8 | 1 | -6 | -8 | 1 | nt | -0.4 | 9
CCOC(=O)C1(C)CCCN1C(=O)c1ccccc1OC (stereo not given) | 14 | 1 | 23 | 4 | -1 | -3 | -2.0 | 5
Cc1ccccc1-c1ccc([C@H]2[C@@H](CO)N3C(=O)CN(C(=O)Nc4cccc(F)c4)C[C@@H]23)cc1 | 2 | nt | nt | 1 | nt | nt | 1.0 | -25
Oc1ccccc1/C=N/Nc1nc2ccccc2o1 | 7 | 12 | 56 | 41* | 4 | -48 | 1.8 | 1
CCNc1nc(Oc2ccc(=O)[nH]n2)nc(SC)n1 | 2 | -2 | -3 | -4 | -1 | 3 | nt | nt
CCOC(=O)CC1C(=O)NCCN1C(=O)c1ccc(Cl)cc1 (stereo not given) | -1 | 6 | 7 | 8 | -3 | -5 | -0.2 | 2
C[C@H]1CN([C@@H](C)CO)C(=O)c2cc(C#Cc3cccc(F)c3)cnc2O[C@H]1CN(C)CC1CCCC1 | nt | 11 | nt | 4 | 8 | -20[16.7 µM] | 3.7 | -3
CCN(C(=O)CN(C1=NC2CS(=O)(=O)CC2S1)c1ccc(OC)cc1)c1cccc(C)c1 (stereo not given) | 1 | -1 | 10 | 8 | 0 | -6 | -2.5 | nt
O=C1C[C@@H]2C(=O)N(c3ccccc3)C(=O)[C@@H]2[C@@H]2CN(S(=O)(=O)c3ccccc3)[C@@H](c3ccccc3)[C@H]12 | -2 | -2 | 1 | 1 | -1 | -3 | 3.1 | -8
COc1ccc(CCN2C(=O)c3cccc4cccc(c34)C2=O)cc1OC | -4 | 5 | 3 | -14 | -2 | 7 | nt | 21
CCCCn1c(N)c(N(CCC(C)C)C(=O)COC(=O)c2ccc3ccccc3c2)c(=O)[nH]c1=O | -13 | -5 | -18 | -15 | 0 | -2 | 3.6 | -28
Cc1ccccc1NC(=O)c1ccc(CN2CCC(Cc3ccccc3)CC2)cc1 | nt | -2 | 9 | nt | 2 | nt | nt | -16
Cc1ccc(-c2nnc(SCc3ccccc3F)o2)cc1 | 2 | nt | nt | 8 | nt | 2 | nt | -1
COCCN(CCOC)c1nc(-c2ccc([N+](=O)[O-])cc2)nc2ccccc12 | 7 | -4 | 12 | -11 | -1 | -3 | 1.9 | 30
CC(=O)NC12CC3CC(C1)CC(C(=O)OCC(=O)NC(=O)c1cccn1C)(C3)C2 | -3 | 9 | -12 | 0 | 0 | 0 | nt | nt
COc1ccc2nc(C)cc(N3CCN(c4ccccc4)CC3)c2c1 | 10 | 4 | -17 | -15 | 1 | -2 | 1.0 | -14
CC(C)(C)c1ccc(C(=O)NCCC(=O)N2CCC3(CC2)NCCc2[nH]cnc23)cc1 | 8 | -1 | -3 | 3 | 0 | 1 | -0.4 | 6
CCc1cccc(CC)c1-n1c(SCC(=O)N2CCCc3ccccc32)nc(O)cc1=O | 0 | 0 | 3 | 3 | 0 | 2 | -2.8 | 7
Cc1ccc(-c2nc3ccc(Cl)cc3c(=O)n2O)cc1 | 3 | 4 | -20 | 7 | -1 | 18 | -1.1 | -14
CC(=C\C(=O)O)/C(=C\c1cccc2ccccc12)C(=O)O | 6 | 9 | -7 | -5 | 0 | 3 | 3.7 | 23
CN(CC(=O)NC(=O)NCc1ccccc1)Cc1ccc(Cl)c(Cl)c1 | -2 | 4 | -2 | 0 | 1 | 4 | nt | -16
COc1cccc(-c2ccc(C3[C@H]4CNC[C@@H]3N4Cc3ccccc3F)cc2)c1 (stereo not given in full) | -16&-10 | nt | nt | 0&-23 | nt | nt | -2.2&0.1 | -7&9
O=C1N=C(N2CCOCC2)S/C1=C\C=C/c1ccccc1 | -8 | 2 | 20 | nt | 2 | 56 | nt | nt
CCN(Cc1nc2ccccc2c(=O)[nH]1)C(=O)c1cccc(OCc2c(C)noc2C)c1 | 12 | -3 | 0 | 29 | 1 | 2 | -2.3 | -13
Cc1cc(C)c2c(N)c(C(=O)NC3CCCC3)sc2n1 | 8 | 0 | -3 | 16 | 18 | -6 | -2.0 | -1

Outcome played no part in choosing rows (roughly 2.1% active in at least one column).
